PhoP inhibition = PhoP-dependent GFP reporter repression – Salmonella Typhimurium, primary screen (AID 1863) | S. Typhimurium PhoP-regulated promoter GFP reporter, 4 h; higher % means a stronger effect | inhibition, % at 50 µM; hits with a dose series show IC50 in µM | hit rate 0.16% among 300,000;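 active = inhibition over 29.93%, a cutoff 3 SD above the screen mean, later confirmed by dose response; inconclusive = inhibition over 29.93% but no dose response follow-up; inactive = inhibition at most 29.93% or unconfirmed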;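 note: 0% = low Mg2+ inducing control and 100% = high Mg2+ repressing control; strong numbers were not always called active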
Myeloid diff 2 = promotes myeloid progenitor differentiation. ER-HoxA9 myeloid progenitors, lysozyme-GFP differentiation, flow cytometry. calls only at 10 µM. hit rate 1% among 360,000. AID 624256;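 active = normalized GFP-positive differentiation at or above the plate's own cutoff, the solvent-only control mean plus 3 SD; inconclusive = no clear call, values can overlap the other calls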;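 note: cells exposed to compound for four days before flow analysis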
NOD1 NF-kB reporter = inhibition of NOD1-driven NF-kB reporter – cell-based, luminescence, uHTS, primary screen (AID 1578); NOD1-driven NF-kB luciferase reporter cells, luminescence; higher % means a stronger effect; inhibition, % at 4 µM, or EC50 in µM where a hit was titrated; hit rate 1% among 290,000; in the data active = inhibition mostly above about 36%, no sharp cut-off; inactive = mostly below about 34%;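 note: HEK-293T reporter cells stimulated with the NOD1 agonist gamma-tri-DAP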
Siah-1 displacement = blockers of Siah-1 interaction with plectin peptide – biochemical, fluorescence polarization, rhodamine-plectin, uHTS, primary screen (AID 1817) | one-dose displacement, % at 20 µM; IC50 in µM for titrated hits | hit rate 0.02% among 290,000 | Siah-1 / rhodamine-plectin peptide fluorescence polarization; higher % means a stronger effect;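 active = displacement of at least 50% at 20 µM, with a fluorescence ratio check between 0.3 and a set limit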;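 note: plate controls were Siah plus tracer with DMSO for no effect and tracer alone without Siah for full effect; strong numbers were not always called active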
NOD2 inhibition = NOD2 signaling inhibitors, cell-based, luminescence, uHTS, HEK293 (AID 1566); hit rate 0.63% among 290,000; HEK293 NOD2/NF-kB luciferase reporter, luminescence; higher % means a stronger effect; inhibition, % at 4 µM; hits with a dose series show EC50 in µM; note: many of its hits are not listed in these tables
LYP phosphatase = inhibitors of LYP phosphatase, biochemical, fluorescence intensity, uHTS (AID 1779); recombinant LYP phosphatase, fluorescence intensity; higher % means a stronger effect; one-dose inhibition, % at 11.5 µM; IC50 in µM for titrated hits; hit rate 0.054% among 290,000;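 note: plate controls were vehicle with enzyme for no effect and no enzyme for full effect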
HIV fusion peptide = inhibitors of HIV fusion peptide binding, primary screen, biochemical, uHTS, fluorescence dequenching (AID 1986); cell-free peptide binding, fluorescence dequenching, 30 min; higher % means a stronger effect; inhibition, % at 20 µM; hits with a dose series show IC50 in µM; hit rate 0.3% among 290,000; in the data active = inhibition mostly above about 52%, no sharp cut-off; inactive = mostly below about 76%; note: some results filed as inactive read as strong as hits
KOR beta-arrestin-1 = kappa opioid receptor blockers – cell-based, luminescence, uHTS (AID 1778) | KOR beta-arrestin recruitment, luminescence, antagonist mode; higher % means a stronger effect | hit rate 0.091% among 290,000 | inhibition, % at 10 µM, or IC50 in µM where a hit was titrated; note: strong numbers were not always called active
KOR beta-arrestin-2 = KOR agonists, beta-arrestin recruitment, primary screen, cell-based, luminescence, uHTS (AID 1777); KOR beta-arrestin recruitment, luminescence; higher % means a stronger effect; one-dose activation, % at 10 µM; EC50 in µM for titrated hits; hit rate 0.02% among 280,000; in the data active = activation above about 50%, passing the limit was not always enough; note: a part of the inactive calls stands beside numbers as strong as those of hits
Myeloid diff 2 GFP+ MAC1+ % = also measured in Myeloid diff 2; calls as there; GFP+ MAC1+ double positive, %; measured here: differentiation confirmed by MAC1 staining
* = called active by the depositor; i = inactive; ? = inconclusive; . = not tested or not shown; [ ] = another dose, or the depositor's remark. Cut-off read from the data, not from the text of the source, unless noted: active = inhibition above about 50%; inactive = the rest. These rows are one share of the data; rates above refer to the full screens.

cpd	SMILES	PhoP inhibition	Myeloid diff 2	Myeloid diff 2 GFP+ MAC1+ %	NOD1 NF-kB reporter	Siah-1 displacement
1	COC(=O)c1[nH]c(C)c(/C(O)=C2\C(=O)C(=O)N(CCN(C)C)C2c2ccccc2OC)c1C (stereo not drawn)	1%	i	0.9	-17%	0%
2	Cc1cc2ncn(-c3ncnc4sc(C)c(C)c34)c2cc1C	-8%	i	1.0	-5%	-2%
3	O=[N+]([O-])C1=CC=C2C(=NC3(CCCCC3)N2O)C1=NCCO	1%	i	8.0	16%	3%
4	CCOC(=O)Cn1cc(-c2ccccc2)nn1	5%	i	0.6	10%	0%
5	CCc1ccc(NC(=S)N(Cc2cccnc2)Cc2ccco2)cc1	1%	i	0.4	-20%	3%
6	Cc1ccc(OCC(=O)Nc2nnc(C3CCCO3)s2)c(Br)c1 (stereo not drawn)	-4%	i	0.0	-27%	-1%
7	Cc1cccc(-n2nc3c(c2NC(=O)c2ccc(Br)o2)CSC3)c1	6%	i	1.6	19%	-2%
8	O=C(Cc1cccc(C(F)(F)F)c1)NCc1cccnc1	0%	i	3.0	-5%	6%
9	O=C(N/N=C/c1ccccc1F)NC12CC3CC(CC(C3)C1)C2	5%	i	0.3	-6%	-6%
10	Cc1cccc(-n2nnnc2SCC(=O)c2cc(C)n(Cc3ccco3)c2C)c1	-8%	i	1.0	-181%	6%

cpd	NOD2 inhibition	LYP phosphatase	HIV fusion peptide	KOR beta-arrestin-1	KOR beta-arrestin-2
1	2%	-3%	2.1%	0%	-2.1%
2	8%	-7%	-1.8%	5%	-2.8%
3	-10%	-2%	4.4%	-27%	12%
4	11%	-8%	32%	38%	-3.4%
5	6%	0%	1.3%	-10%	5.2%
6	-14%	-4%	1.3%	-38%	1.7%
7	17%	-4%	17%	0%	-4.3%
8	-1%	-11%	0.4%	24%	0.0%
9	-32%	3%	-1.2%	-42%	-1.3%
10	-12%	6%	3.3%	3%	23%

Next section
cpd	SMILES	PhoP inhibition	Myeloid diff 2	Myeloid diff 2 GFP+ MAC1+ %	NOD1 NF-kB reporter	Siah-1 displacement
11	Cn1c(-c2ccc3c(c2)OCO3)cnc1N	-18%	i	2.1	-22%	-7%
12	O=C(OCC(=O)N1CCCC1=O)c1nc(Cl)c(Cl)c(Cl)c1Cl	0%	?	.	6%	0%
13	O=c1oc(/C=C/c2ccco2)nc2sc3c(c12)CCC3	-2%	i	0.7	-14%	-9%
14	CCOc1ccc(C(C)=O)cc1COc1ccc(C)nc1[N+](=O)[O-]	1%	i	1.1	5%	8%
15	Nc1ccc(Nc2ccccc2)c(Cl)c1	29%	?	.	-19%	2%
16	COc1cccc(Nc2ncnc3sc(C)cc23)c1	0%	i	5.5	35%	-2%
17	COc1cccc(NC(=O)c2ccccc2NS(C)(=O)=O)c1	3%	i	0.7	-20%	4%
18	COc1ccc(C(=O)/C=C/c2cc(C(=O)O)cc3c2OCOC3)c(O)c1	-5%	i	0.1	-4%	5%
19	CCn1c(C)c(C(C)=O)c(N2CCCC2)nc1=S	-7%	i	0.5	8%	1%
20	Cc1cc(=O)oc2cc(OCc3cc4c(cc3Cl)OCO4)ccc12	0%	i	0.5	-59%	-5%

cpd	NOD2 inhibition	LYP phosphatase	HIV fusion peptide	KOR beta-arrestin-1	KOR beta-arrestin-2
11	-7%	2%	-2.4%	-30%	0.2%
12	4%	-7%	0.7%	-4%	-0.6%
13	-56%	3%	50%	-26%	5.8%
14	12%	-14%	3.1%	-39%	-3.9%
15	-10%	-9%	-0.1%	-16%	42%
16	-94%	-11%	0.3%	-51%	0.2%
17	-2%	-3%	-0.6%	18%	-1.3%
18	0%	2%	19%	11%	0.5%
19	1%	-9%	-2.6%	28%	-5.2%
20	-26%	-8%	-0.6%	-50%	-3.0%

Record cards, as listed above:
Cc1cc(=O)oc2cc(OCc3cc4c(cc3Cl)OCO4)ccc12 in the list: PhoP inhibition: 0%; Myeloid diff 2: i; Myeloid diff 2 GFP+ MAC1+ %: 0.5; NOD1 NF-kB reporter: -59%; Siah-1 displacement: -5%; NOD2 inhibition: -26%; LYP phosphatase: -8%; HIV fusion peptide: -0.6%; KOR beta-arrestin-1: -50%; KOR beta-arrestin-2: -3.0%
O=c1oc(/C=C/c2ccco2)nc2sc3c(c12)CCC3 in the list: PhoP inhibition: -2%; Myeloid diff 2: i; Myeloid diff 2 GFP+ MAC1+ %: 0.7; NOD1 NF-kB reporter: -14%; Siah-1 displacement: -9%; NOD2 inhibition: -56%; LYP phosphatase: 3%; HIV fusion peptide: 50%; KOR beta-arrestin-1: -26%; KOR beta-arrestin-2: 5.8%

Later entries.
cpd	SMILES	PhoP inhibition	Myeloid diff 2	Myeloid diff 2 GFP+ MAC1+ %	NOD1 NF-kB reporter	Siah-1 displacement
21	O=c1[nH]c2cccc(F)c2n2cccc12	8%	i	0.4	1%	7%
22	COc1ccc(-n2nnnc2SCC(=O)Nc2cccc(C)n2)cc1OC	-8%	i	4.9	-28%	2%
23	Cc1ccc(S(=O)(=O)N(C)C)cc1NC(=O)Nc1ccccc1	-13%	i	0.3	-7%	0%
24	CCS(=O)(=O)N1Cc2ccccc2CC1C(=O)Nc1nc(C)cs1 (stereo not drawn)	4%	i	0.5	-43%	3%
25	CCOC(=O)c1ccc(COC(=O)c2cc3ccccc3oc2=O)o1	4%	i	0.9	-13%	4%
26	CCC/C(O)=C1\C(=O)CC(C)(C)CC1=NCCO	-3%	i	0.7	3%	-1%
27	CC(=O)n1c2ccccc2c2nc3ccccc3nc21	-4%	i	0.5	-57%	-1%
28	COc1ccc(-n2ncc(C(=O)NC3CC3)c2C2CCN(C(=O)OC(C)(C)C)CC2)cc1	-5%	i	1.8	-21%	6%
29	COc1cc(NC(=O)CCC(=O)OCCCC(F)(F)C(F)(F)F)nc(OC)n1	2%	i	0.3	-25%	4%
30	CCNC(=O)O/N=C(\C)c1sc(-c2ccccc2)nc1C	-1%	i	0.2	-9%	-10%

cpd	NOD2 inhibition	LYP phosphatase	HIV fusion peptide	KOR beta-arrestin-1	KOR beta-arrestin-2
21	7%	-6%	0.3%	-20%	2.1%
22	5%	6%	-0.3%	24%	-2.8%
23	5%	-4%	-1.4%	27%	-4.0%
24	-8%	1%	-2.0%	-8%	0.5%
25	-4%	-1%	-0.3%	36%	-4.4%
26	3%	-6%	-1.3%	-15%	-0.3%
27	-47%	-8%	-0.2%	-66%[20 µM]	-1.4%
28	5%	-12%	1.2%	-16%	-7.6%
29	15%	-5%	-1.1%	19%[20 µM]	-5.7%
30	-63%	0%	-0.9%	-12%	2.0%

Additional structures follow:
cpd	SMILES	PhoP inhibition	Myeloid diff 2	Myeloid diff 2 GFP+ MAC1+ %	NOD1 NF-kB reporter	Siah-1 displacement
31	CC(C)(C)OC(=O)N1Cc2ccccc2C[C@H]1C(=O)NCC(=O)Nc1ccc2c(c1)OCCO2	1%	i	1.1	-11%	4%
32	COc1cccc(-c2nc(NCc3cccnc3)c3ccccc3n2)c1O	7%	i	0.9	-8%	1%
33	CC(=O)N1CCN(C2=Nc3cccc4cccc2c34)CC1	-4%	i	1.3	-6%	3%
34	CC(=O)Nc1ccc(/C=N/NC(=S)NC(C)C)cc1	1%	i	0.2	-32%	3%
35	Brc1c(-c2ccc3c(c2)OCO3)nc2ncccn12	4%	i	0.1	-51%	4%
36	CCc1nn2c(=O)cc(COc3cccc(NC(=O)c4ccco4)c3)nc2s1	-1%	i	0.9	-17%	6%
37	O=c1[nH]c(=S)[nH]cc1S(=O)(=O)c1cccc(Cl)c1	-11%	i	0.3	-11%	-3%
38	COC(=O)CCSCC(=O)Nc1cc(C)on1	2%	i	2.2	0%	4%
39	CCOc1cc(/C=N/NC(=O)c2cc(C)[nH]n2)ccc1OC(=O)c1ccc([N+](=O)[O-])cc1	-1%	.	.	2%	2%
40	O=C(O)C1C2C=CC(C2)C1C(=O)NCc1ccco1 (stereo not drawn)	5%	i	1.1	-34%	1%

cpd	NOD2 inhibition	LYP phosphatase	HIV fusion peptide	KOR beta-arrestin-1	KOR beta-arrestin-2
31	31%	-12%	1.5%	-9%	0.2%
32	5%	-1%	-2.0%	-16%	0.3%
33	-7%	-3%	-1.8%	-17%	1.7%
34	4%	11%	-1.8%	7%	-4.1%
35	-28%	-6%	-0.3%	0%	-1.6%
36	-5%	-8%	0.0%	-30%	0.9%
37	3%	4%	0.9%	-15%	6.4%
38	-2%	-6%	2.8%	1%	-4.0%
39	-6%	0%	-4.0%	0%	0.3%
40	18%	0%	10%	-19%	-2.0%

Looked up above.
`CCc1nn2c(=O)cc(COc3cccc(NC(=O)c4ccco4)c3)nc2s1` in LYP phosphatase reads -8%
`Brc1c(-c2ccc3c(c2)OCO3)nc2ncccn12` in NOD1 NF-kB reporter reads -51%
`CCOc1cc(/C=N/NC(=O)c2cc(C)[nH]n2)ccc1OC(=O)c1ccc([N+](=O)[O-])cc1` in LYP phosphatase reads 0%
`CC(=O)Nc1ccc(/C=N/NC(=S)NC(C)C)cc1` in LYP phosphatase reads 11%
`CC(C)(C)OC(=O)N1Cc2ccccc2C[C@H]1C(=O)NCC(=O)Nc1ccc2c(c1)OCCO2` in LYP phosphatase reads -12%
`O=c1[nH]c(=S)[nH]cc1S(=O)(=O)c1cccc(Cl)c1` in NOD2 inhibition reads 3%
`COC(=O)CCSCC(=O)Nc1cc(C)on1` in Siah-1 displacement reads 4%

Going on with the list:
cpd	SMILES	PhoP inhibition	Myeloid diff 2	Myeloid diff 2 GFP+ MAC1+ %	NOD1 NF-kB reporter	Siah-1 displacement
41	COC(=O)C(C)Sc1nnc2n(-c3cccc(C)c3)c(=O)c3c4c(sc3n12)CCCC4 (stereo not drawn)	-2%	i	5.1	-7%	-3%
42	O=C(Cc1ccccc1)NC(=S)Nc1cccc(C(F)(F)F)c1	13%	i	0.3	-8%	2%
43	CC(C)(C)NC(=O)c1cc([N+](=O)[O-])ccc1N1CCCCC1	29%	i	0.6	-1%	1%
44	COc1cc(NC(=O)CCNS(=O)(=O)c2cc(Br)cnc2N)cc(OC)c1	3%	i	0.9	0%	-6%
45	COc1ccc(-c2cc(C(=O)Nc3ccc(C(N)=O)cc3)c3ccccc3n2)cc1OC	-5%	i	0.5	-25%	-1%
46	CC(C)NC(=O)CSc1nc2sccc2c(=O)n1-c1ccccc1	6%	i	1.6	0%	-7%
47	Cc1ccc(C(=O)N/N=C/c2ccc(OC(=O)c3ccccc3Cl)cc2)cn1	0%	i	1.1	49%	-6%
48	Cc1cccc(-c2cc3nc4c(c(N5CCOCC5)n3n2)CCCC4)c1	2%	i	5.5	-21%	5%

cpd	NOD2 inhibition	LYP phosphatase	HIV fusion peptide	KOR beta-arrestin-1	KOR beta-arrestin-2
41	12%	-1%	-1.2%	-30%	-1.0%
42	-1%	-12%	-0.1%	18%	1.3%
43	9%	-10%	-0.3%	21%	-6.3%
44	-9%	-10%	0.2%	-36%	0.9%
45	-4%	10%	0.0%	9%	2.4%
46	6%	-8%	5.0%	9%	-1.0%
47	-12%	-6%	1.6%	-35%	17%
48	12%	7%	-4.5%	14%	-3.2%

From PubChem
